Screening data as filed in PubChem BioAssay.
Wnt bcat act – activates Wnt/beta-catenin signaling in a reporter cell assay; activator, plate reader; actives 1.2% (n = 300,000); AID 743398; activation, % at 9.35 µM; in the data active = activation above about 30%, passing the limit was not always enough;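 also: 0% = neutral control wells and 100% = positive control wells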
SR-BI DiI-HDL act – SR-BI HDL lipid transfer activation | CHO ldlA[mSR-BI] cells, DiI-HDL uptake fluorescence, 3 h; 100 = double the neutral-control signal | actives 0.096% (n = 320,000) | activation, % at 12.5 µM | AID 504775;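 active = mean replicate activation of at least 60% and every replicate at or above 60%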;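 also: 0% = median plate neutral-control signal and 100% = twice that signal; values of inactives mirror those of a sister screen read the other way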
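Assay system: CHO ldlA[mSR-BI] cells, LDL receptor-null, SR-BI overexpressing; medium: Ham's F12 with 0.5% BSA, HEPES 25 mM, pH 7.4; also added: DiI-HDL 10 µg/mL; timing: 3 h uptake period with compound, 37 °C; signal: DiI fluorescence, bottom read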
CDK5 inh – blocks human CDK5/p35 kinase activity. Q00535+Q15078. Recombinant CDK5/p35, ADP-Glo luminescence, 60 min. inhibition, % at 10 µM. actives 0.01% (n = 330,000). AID 488839;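 active = highest replicate inhibition of at least 50% and at least 75% of replicates reaching 50%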;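 also: plate controls were DMSO neutral control for no effect and GW8510 at 10 µM for full effect; many of its hits are not listed in these tables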
MITF TRPM1 HTS – MITF TRPM1 promoter activation in melanoma cells. activation, % at 12.5 µM. actives 0.75% (n = 300,000). SK-MEL-5 TRPM1-promoter luciferase, 24 h; % of positive control, neutral wells = 0;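 active = mean activation of at least 80% with every replicate also reaching 80%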;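 also: 0% = neutral control wells and 100% = parthenolide positive control wells; values of inactives mirror those of a sister screen read the other way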
Rtt109 Vps75 – C. albicans Rtt109 histone acetyltransferase inhibition | Q5AAJ8 | purified Rtt109/Vps75, ThioGlo CoA-SH fluorescence, 4 h | inhibition, % at 34.9 µM | actives 0.16% (n = 330,000);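 active = inhibition of at least 50% in every replicate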
Target sequence (Q5AAJ8 whole entry, looked up): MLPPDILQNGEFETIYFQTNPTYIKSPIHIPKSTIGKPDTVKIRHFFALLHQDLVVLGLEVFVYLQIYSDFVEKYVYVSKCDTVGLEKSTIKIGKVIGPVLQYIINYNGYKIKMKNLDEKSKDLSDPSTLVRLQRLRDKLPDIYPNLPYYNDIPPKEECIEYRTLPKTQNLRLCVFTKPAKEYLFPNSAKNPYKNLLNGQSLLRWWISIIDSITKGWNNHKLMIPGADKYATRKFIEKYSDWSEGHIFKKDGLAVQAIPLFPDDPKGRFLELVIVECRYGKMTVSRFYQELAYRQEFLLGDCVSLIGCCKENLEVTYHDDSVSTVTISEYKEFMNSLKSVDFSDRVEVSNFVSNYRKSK
RTF Ca sens act – increases calcium sensitivity of human cardiac regulated thin filaments. IANBD-labeled TnC RTF fluorescence at EC20 calcium; 0% EC20 calcium, 100% full calcium. actives 0.24% (n = 340,000). activation, % at 7.2 µM;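 active = activation above the mean over all tested compounds plus 3 SD, cut at about 30% in these data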;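 also: rise in fluorescence read as greater calcium sensitivity of cardiac thin filaments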
SR-BI HDL uptake – inhibitors of mouse SR-BI mediated HDL lipid uptake. Q61009. ldlA[mSR-BI] CHO cells, DiI-HDL uptake fluorescence, 3 h. inhibition, % at 12.5 µM. actives 0.96% (n = 320,000). AID 488896;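 active = mean replicate inhibition of at least 70% and a set share of replicates each scoring 70 or more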;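 also: 0% = median of neutral control wells and 100% = median of positive control wells; values of inactives mirror those of a sister screen read the other way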
HTR5A ag ctr – activates human HTR5A in OPRM1-OPRD1 agonist counter-screen. P47898. HTR5A agonist assay, luminescence, cell-based. activation, % at 9.3 µM. actives 0.61% (n = 340,000). AID 504692; in the data active = activation mostly above about 9.5%, no sharp cut-off; inactive = mostly below about 7.6%;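 also: 0% = cells with vehicle only and 100% = reference agonist; strong numbers were not always called active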
Target sequence (P47898 whole entry, looked up): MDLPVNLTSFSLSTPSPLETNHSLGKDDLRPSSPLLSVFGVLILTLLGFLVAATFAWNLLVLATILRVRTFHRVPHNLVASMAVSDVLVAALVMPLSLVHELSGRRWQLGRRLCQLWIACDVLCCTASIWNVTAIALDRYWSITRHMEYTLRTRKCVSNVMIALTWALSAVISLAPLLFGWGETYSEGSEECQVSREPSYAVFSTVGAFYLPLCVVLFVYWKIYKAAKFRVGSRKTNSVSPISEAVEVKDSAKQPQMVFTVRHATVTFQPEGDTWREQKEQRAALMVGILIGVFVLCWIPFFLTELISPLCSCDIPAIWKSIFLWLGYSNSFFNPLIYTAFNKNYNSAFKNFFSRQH
PvdQ inh – blocks Pseudomonas aeruginosa PvdQ acylase activity. purified PvdQ acylase, fluorescence plate reader. inhibition, % at 10 µM. actives 0.063% (n = 340,000); in the data active = inhibition above about 30%, passing the limit was not always enough;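 also: 0% = vehicle neutral wells and 100% = reference inhibitor wells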
dFosB act – mouse delta FosB homodimer activation; P13346; purified delta FosB, TAMRA-CDK5 oligo fluorescence polarization; percent of positive-control signal above neutral wells; activation, % at 25 µM; actives 0.99% (n = 340,000); AID 493131;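 active = mean activation above about 17%, with every replicate also reaching it, limit read from the data, passing the limit was not always enough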;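 also: fluorescence polarization rise as delta FosB binds a TAMRA Cdk5 AP-1 oligo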
Target sequence (P13346 whole entry, looked up): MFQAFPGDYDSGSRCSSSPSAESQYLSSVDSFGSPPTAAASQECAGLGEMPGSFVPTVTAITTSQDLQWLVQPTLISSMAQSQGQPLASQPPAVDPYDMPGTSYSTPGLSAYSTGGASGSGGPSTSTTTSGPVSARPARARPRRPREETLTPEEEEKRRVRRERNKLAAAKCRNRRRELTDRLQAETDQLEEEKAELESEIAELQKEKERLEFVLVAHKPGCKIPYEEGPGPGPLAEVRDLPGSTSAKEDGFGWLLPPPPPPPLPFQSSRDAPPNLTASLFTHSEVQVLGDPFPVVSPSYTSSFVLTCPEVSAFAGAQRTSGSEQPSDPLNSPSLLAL
Active calls of the source: *.

Screening O=C(Nc1ccc(F)c(Cl)c1)N1CCCCCC1 returned Wnt bcat act 5, SR-BI DiI-HDL act 12, CDK5 inh 0.4, MITF TRPM1 HTS 33, Rtt109 Vps75 11, RTF Ca sens act 0, SR-BI HDL uptake -12, HTR5A ag ctr 2, PvdQ inh 3 and dFosB act 4.
Screening CCOC(=O)c1nnn(CC(=O)Nc2cccc(OC)c2)c1C(=O)OCC returned Wnt bcat act -5, SR-BI DiI-HDL act 1, CDK5 inh -0.5, MITF TRPM1 HTS -1, Rtt109 Vps75 -11, RTF Ca sens act 2, SR-BI HDL uptake -1, HTR5A ag ctr -2, PvdQ inh -14 and dFosB act -12.
CC1=C(C(=O)N2CCCCC2)C2(CCC(C)CC2)OC1=O (stereo not drawn) was read as Wnt bcat act 0, SR-BI DiI-HDL act 29, CDK5 inh -3.2, Rtt109 Vps75 -2, RTF Ca sens act 5, SR-BI HDL uptake -29, HTR5A ag ctr 2, PvdQ inh -6 and dFosB act -9.
COc1cc(OC)c(OC)cc1/C=N/Nc1ncnc2c1[nH]c1ccccc12 was read as Wnt bcat act -6, SR-BI DiI-HDL act -31, CDK5 inh -0.7, MITF TRPM1 HTS 6, Rtt109 Vps75 -4, RTF Ca sens act -9, SR-BI HDL uptake 31, HTR5A ag ctr 3, PvdQ inh -9 and dFosB act -8.
Cc1nn(-c2ccccn2)c2c1C(=O)CC(C)(C)C2N=[N+]=[N-] (stereo not drawn) was read as Wnt bcat act -1, SR-BI DiI-HDL act -6, CDK5 inh 29, MITF TRPM1 HTS -12, Rtt109 Vps75 4, RTF Ca sens act -1, SR-BI HDL uptake 6, HTR5A ag ctr 0, PvdQ inh -16 and dFosB act 5.
Screening CC(=O)Nc1ccc(NS(=O)(=O)c2c(Cl)cccc2Cl)cc1 returned Wnt bcat act 1, SR-BI DiI-HDL act -10, CDK5 inh -0.6, MITF TRPM1 HTS -13, Rtt109 Vps75 6, RTF Ca sens act 3, SR-BI HDL uptake 10, HTR5A ag ctr 7, PvdQ inh 1 and dFosB act 2.
`C#CCOCCOCCOCCNc1nc(N2CCOCC2)nc(N2CCN(C(=O)[C@H]([C@@H](C)CC)n3cc([C@@H](N)CO)nn3)CC2)n1` gave Wnt bcat act -4, SR-BI DiI-HDL act 31, CDK5 inh 0.2, MITF TRPM1 HTS -2, Rtt109 Vps75 -1, RTF Ca sens act 10, SR-BI HDL uptake -31, HTR5A ag ctr 4, PvdQ inh -5 and dFosB act 0.
Screening CCNC(=O)OCc1cn(-c2ccccc2)nn1 returned Wnt bcat act -1, SR-BI DiI-HDL act 4, CDK5 inh 4.2, MITF TRPM1 HTS 7, Rtt109 Vps75 0, RTF Ca sens act -1, SR-BI HDL uptake -4, HTR5A ag ctr 1, PvdQ inh 8 and dFosB act 3.
`Cc1cc(C)nc(/N=C(/NC(=O)c2ccccc2)Nc2ccccc2)n1` gave Wnt bcat act 1, SR-BI DiI-HDL act -23, CDK5 inh 0.4, MITF TRPM1 HTS 11, RTF Ca sens act 7, SR-BI HDL uptake 23, HTR5A ag ctr -1, PvdQ inh 6 and dFosB act -5.
For Cc1ccc(NC(=O)CC(=O)NCCN2CCOCC2)cc1 the results were SR-BI DiI-HDL act 7, CDK5 inh 1.0, MITF TRPM1 HTS -9, RTF Ca sens act 5, SR-BI HDL uptake -7, HTR5A ag ctr -6, PvdQ inh -18 and dFosB act 5.
Screening CCOC(=O)N1CCN(C(=O)Nc2cccc3ccccc23)CC1 returned Wnt bcat act 1, SR-BI DiI-HDL act -6, CDK5 inh 0.0, MITF TRPM1 HTS -6, Rtt109 Vps75 7, RTF Ca sens act 1, SR-BI HDL uptake 6, HTR5A ag ctr 4, PvdQ inh -4 and dFosB act 2.
`Cc1cc(C)c2c(n1)SCC(=O)N2CC(=O)Nc1cccc(Cl)c1` gave Wnt bcat act -2, SR-BI DiI-HDL act -10, CDK5 inh 0.3, MITF TRPM1 HTS -4, Rtt109 Vps75 -5, RTF Ca sens act -3, SR-BI HDL uptake 10, HTR5A ag ctr 6, PvdQ inh -12 and dFosB act -10.
Cc1cnc(C(=O)N2CCCC(C(=O)c3ccc(C(F)(F)F)cc3)C2)cn1 (stereo not drawn) was read as Wnt bcat act 4, SR-BI DiI-HDL act 12, CDK5 inh 1.2, MITF TRPM1 HTS 26, Rtt109 Vps75 3, RTF Ca sens act -4, SR-BI HDL uptake -12, HTR5A ag ctr 4, PvdQ inh 11 and dFosB act -7.
For CC1=CC(c2ccc(Cl)cc2)n2nc(NS(=O)(=O)c3ccc(C)cc3)nc2N1 (stereo not drawn) the results were SR-BI DiI-HDL act 51, CDK5 inh 0.9, MITF TRPM1 HTS -8, Rtt109 Vps75 1, RTF Ca sens act 0, SR-BI HDL uptake -51, HTR5A ag ctr -2, PvdQ inh -4 and dFosB act -5.
`CCN(CC)S(=O)(=O)c1ccc(N2CCCC2)c(C(=O)OCC(=O)/C(C#N)=C(\C)N)c1` gave SR-BI DiI-HDL act -2, CDK5 inh 1.1, MITF TRPM1 HTS 4, Rtt109 Vps75 4, RTF Ca sens act -3, SR-BI HDL uptake 2, HTR5A ag ctr 3, PvdQ inh -5 and dFosB act -4.
For CC1=CC[C@@]23CCCN2C(=O)CCC[C@H]3C1 the results were Wnt bcat act -2, SR-BI DiI-HDL act 34, CDK5 inh 1.6, MITF TRPM1 HTS 0, Rtt109 Vps75 -6, RTF Ca sens act -3, SR-BI HDL uptake -34, HTR5A ag ctr 2, PvdQ inh -8 and dFosB act -1.
Screening Cc1ccc(C)c(Cn2c(C(C)O)nc3ccccc32)c1 (stereo not drawn) returned Wnt bcat act -1, SR-BI DiI-HDL act 3, CDK5 inh 0.4, Rtt109 Vps75 -1, RTF Ca sens act -4, SR-BI HDL uptake -3, HTR5A ag ctr 2, PvdQ inh -4 and dFosB act 0.
For Cc1ccc(CNC(=O)CCn2nc(-c3ccc(Cl)cc3)ccc2=O)cc1 the results were SR-BI DiI-HDL act 10, CDK5 inh -0.9, MITF TRPM1 HTS -5, Rtt109 Vps75 5, RTF Ca sens act -4, SR-BI HDL uptake -10, HTR5A ag ctr -3, PvdQ inh -6 and dFosB act 8.
For CCC(=O)Nc1ccc(C(=O)NNC(=O)COc2cc(C)ccc2C)cc1 the results were Wnt bcat act 1, SR-BI DiI-HDL act -29, CDK5 inh 0.4, MITF TRPM1 HTS -6, Rtt109 Vps75 -20, RTF Ca sens act -6, SR-BI HDL uptake 29, HTR5A ag ctr 8, PvdQ inh -9 and dFosB act -4.
`O=S(=O)(CCN1CCOCC1)c1ccc(Cl)cc1` gave Wnt bcat act -2, SR-BI DiI-HDL act 9, CDK5 inh -0.8, MITF TRPM1 HTS 5, Rtt109 Vps75 -3, RTF Ca sens act 0, SR-BI HDL uptake -9, HTR5A ag ctr 2, PvdQ inh 2 and dFosB act 1.
`O=C(OCCN1CCOCC1)C(c1ccccc1)c1ccccc1` gave SR-BI DiI-HDL act 38, CDK5 inh 2.8, MITF TRPM1 HTS -10, RTF Ca sens act 4, SR-BI HDL uptake -38, HTR5A ag ctr 3, PvdQ inh 16 and dFosB act -6.
O=C(CSc1ncnc2c1oc1ccccc12)Nc1cccc(F)c1 was read as SR-BI DiI-HDL act 36, CDK5 inh -1.5, Rtt109 Vps75 -6, RTF Ca sens act 0, SR-BI HDL uptake -36, HTR5A ag ctr 1, PvdQ inh 4 and dFosB act 1.
CCOC(=O)c1cc(C)sc1NC(=O)CCC(=O)O was read as SR-BI DiI-HDL act 9, CDK5 inh 0.0, MITF TRPM1 HTS 10, Rtt109 Vps75 6, RTF Ca sens act 2, SR-BI HDL uptake -9, HTR5A ag ctr -1, PvdQ inh -4 and dFosB act 5.
For Cc1cc(NC(=O)Nc2ccc(Cl)cc2)n(C)n1 the results were Wnt bcat act -1, SR-BI DiI-HDL act 3, CDK5 inh 0.1, MITF TRPM1 HTS 6, Rtt109 Vps75 3, RTF Ca sens act -2, SR-BI HDL uptake -3, HTR5A ag ctr 0, PvdQ inh -2 and dFosB act 1.
For O=C(NCCc1ccccc1)c1cnc2sccn2c1=O the results were Wnt bcat act 15, SR-BI DiI-HDL act 11, CDK5 inh -2.5, MITF TRPM1 HTS 52, Rtt109 Vps75 3, RTF Ca sens act -1, SR-BI HDL uptake -11, HTR5A ag ctr 0, PvdQ inh -7 and dFosB act -9.
Cc1ccc(S(=O)(=O)Nc2ccc(NC(=O)CN3CCCCC3)cc2)cc1 was read as Wnt bcat act 0, SR-BI DiI-HDL act -5, CDK5 inh -0.8, MITF TRPM1 HTS 5, Rtt109 Vps75 6, RTF Ca sens act -2, SR-BI HDL uptake 5, HTR5A ag ctr -3, PvdQ inh -11 and dFosB act 3.
CC(C)(C)OC(=O)N1CCC(C(=O)Nc2ccc(C(=O)N3CCOCC3)cc2)CC1 was read as Wnt bcat act -2, SR-BI DiI-HDL act -17, CDK5 inh 0.4, Rtt109 Vps75 -8, RTF Ca sens act 2, SR-BI HDL uptake 17, HTR5A ag ctr 14, PvdQ inh 3 and dFosB act -5.
For COc1cc(N(C)C)ccc1C=c1c2ccccc2n2c1cc(-c1ccccc1)[n+]2C the results were Wnt bcat act -13, SR-BI DiI-HDL act 34, CDK5 inh 10, Rtt109 Vps75 -1, RTF Ca sens act -5, SR-BI HDL uptake -34, HTR5A ag ctr -4, PvdQ inh -16 and dFosB act 234*.
`O=C(CSc1ccc(-c2ccncc2)nn1)N1CCN(c2ccccc2)CC1` gave Wnt bcat act -1, SR-BI DiI-HDL act 1, CDK5 inh 1.5, MITF TRPM1 HTS -13, Rtt109 Vps75 1, RTF Ca sens act 2, SR-BI HDL uptake -1, HTR5A ag ctr 1, PvdQ inh -12 and dFosB act -6.
`CC1CCC(NS(=O)(=O)c2ccc3c(c2)n(C)c(=O)c(=O)n3C)CC1` (stereo not drawn) gave Wnt bcat act -5, SR-BI DiI-HDL act 14, CDK5 inh 1.0, MITF TRPM1 HTS -10, Rtt109 Vps75 4, RTF Ca sens act -1, SR-BI HDL uptake -14, HTR5A ag ctr 1, PvdQ inh -10 and dFosB act 1.
For Cc1nn(C)cc1/C=N\NC(=O)c1ccc2c(c1)c(C)c(C)n2Cc1ccccc1 the results were Wnt bcat act -2, SR-BI DiI-HDL act -31, CDK5 inh -0.4, MITF TRPM1 HTS 13, Rtt109 Vps75 -3, RTF Ca sens act 0, SR-BI HDL uptake 31, HTR5A ag ctr -6, PvdQ inh -2 and dFosB act -14.
Screening CCc1ccc(CNCc2ccc(F)cc2)cc1 returned SR-BI DiI-HDL act 1, CDK5 inh -1.3, MITF TRPM1 HTS 3, Rtt109 Vps75 -16, RTF Ca sens act 4, SR-BI HDL uptake -1, HTR5A ag ctr 8, PvdQ inh -14 and dFosB act 5.
Screening CC1CC(C)CN(c2cc3c(cc2[N+](=O)[O-])C(=O)N(c2ccccc2)C3=O)C1 (stereo not drawn) returned Wnt bcat act -1, CDK5 inh -1.2, MITF TRPM1 HTS -11, Rtt109 Vps75 -2, RTF Ca sens act 5, HTR5A ag ctr -4, PvdQ inh -6 and dFosB act 3.
